# Screening results: PubChem, National Center for Advancing Translational Sciences (NCATS)
# ATXN viability – reduces viability in counter-screen for ATXN expression inhibitors. Potency, µM (top dose mostly 56.7 µM), hits mostly cytotoxic. AID 651635. S2 cells (HEK-293 line with an ATXN2-luciferase reporter) viability, CellTiter-Fluor protease fluorescence, 24 h. hit rate 0.49% among 400,000; also: potency is read from the fitted curve at half-maximal effect; nearly all actives have a fitted effect of over 40% in size
# IL-1B inflam inh – blocks inflammasome-driven IL-1 beta release. THP-1 LPS/ATP IL-1B secretion, AlphaLISA, 16 h; hits give low values. activity change, % at 57.5 µM. hit rate 4.7% among 360,000; in the data active = activity change below about -50%; inconclusive = mostly about -30% to -49%; also: % is scaled to controls: 0 for no effect and ±100 for the full control effect
#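 Secreted IL-1B measured by AlphaLISA bead assay after 16 h compound exposure of THP-1 cells; compounds (final up to 57.5 uM) added 1 h before LPS (250 ng/mL) and ATP (1.25 mM) stimulation; lower signal means less secretion.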
# MCF10A rereplic – induces DNA re-replication in MCF 10a normal breast cells; MCF 10A DNA re-replication, Hoechst nuclear intensity, 48 h; Potency, µM (titrated, usually from 46.1 µM), for the others: at the top dose activity, positive = re-replication, usual class: activators; hit rate 2.9% among 350,000; AID 624296; also: potency is read from the fitted curve at half-maximal effect; % of control where 0% means no effect; nearly all actives have a fitted effect of over 50% in size
# SW480 rereplic – induces DNA re-replication in SW480 colon adenocarcinoma cells. hit rate 1.8% among 340,000. Potency, µM (top dose mostly 46.1 µM), for the others: top-dose re-replication activation, actives largely listed as activators. SW480 DNA re-replication, Hoechst DNA content imaging, 48 h. AID 624297; also: potency is read from the fitted curve at half-maximal effect; % of control where 0% means no effect; nearly all actives have a fitted effect of over 55% in size
#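 Hoechst fluorescence of nuclei (405 nm excitation, 500-530 nm emission) measured by plate-scanning imager after 48 hr compound exposure at 37 C; re-replication scored as increased number of nuclei with elevated intensity.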
# HT1080 IDH1KD tx – kills HT-1080 cells with IDH1 knockdown. HT-1080 IDH1 knockdown viability, ATP luminescence, 48 h. AID 686971. Potency, µM (titrated, usually from 46.1 µM), for inactives: at the top dose activity, negative = toxicity, actives largely listed as cytotoxic. hit rate 2% among 360,000;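 also: potency is read from the fitted curve at half-maximal effect; 0% = DMSO wells and -100% = cell-free medium wells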
#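 Viability of IDH1-knockdown HT-1080 fibrosarcoma cells was assessed by CellTiter-Glo after 48 h at 37 °C with titrated compound; concentration-effect curves were classified by fit quality and response size.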
# HT1080-NT tox – kills 2HG-producing HT-1080-NT fibrosarcoma cells | HT-1080-NT fibrosarcoma viability, CellTiter-Glo ATP luminescence, 48 h | Potency, µM (top dose mostly 46.1 µM), for the others: at the highest dose activity, negative = less viability, usual class: cytotoxic | hit rate 1.6% among 360,000;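 also: NT is the 2HG producing partner of a matched IDH1 knockdown line; potency is read from the fitted curve at half-maximal effect; 0% = DMSO-treated cells and -100% = media-only wells without cells; nearly all actives have a fitted effect of over 55% in size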
#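 Viability of the 2HG-overproducing fibrosarcoma line after 48 hours of compound exposure at 37 degrees C was determined by luminescence with CellTiter-Glo, and concentration-effect curves were then fitted and categorized.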
# ATXN2 expr inh – inhibitors of ATXN2 expression; Potency, µM (top dose mostly 57 µM), without a hit: at the top dose activity change, negative = inhibition, usual class: inhibitors; HEK-293 ATXN2-luciferase reporter, luminescence, 24 h; hit rate 0.72% among 360,000; also: potency is read from the fitted curve at half-maximal effect; % is scaled to controls: 0 for no effect and ±100 for the full control effect; nearly all actives have a fitted effect of over 55% in size
#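 ATXN2-luciferase reporter cells (luciferase flanked by upstream and downstream ATXN2 gene portions) were treated 24 h at 37 °C with compounds at up to 57 uM. SteadyGlo luminescence gave expression; GF-AFC fluorescence gave viability.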
# KB-3-1 tox – KB-3-1 parental cell cytotoxicity; KB-3-1 viability, CellTiter-Glo ATP luminescence, 72 h; Potency, µM (highest dose often 46.1 µM), inactives show top-dose activity change, negative = cytotoxic, actives largely listed as cytotoxic; hit rate 1.4% among 400,000; also: potency is read from the fitted curve at half-maximal effect; % is scaled to controls: 0 for no effect and ±100 for the full control effect; nearly all actives have a fitted effect of over 60% in size
#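 Cytotoxicity in the drug-sensitive parental line KB-3-1 was scored as loss of CellTiter-Glo luminescence following 72 h incubation with compound. Values come from curve fitting of normalized concentration-response data.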
# HepG2 tox – counter-screen for TGF-b inhibitors: cytotoxicity in HepG2 cells. hit rate 0.76% among 410,000. Potency, µM (titrated, usually from 46.1 µM), for the others: at the highest dose activity change, negative = cytotoxicity, usual class: cytotoxic. HepG2 CAGA-GFP viability, ATP luminescence, 18 h. AID 588856; also: potency is read from the fitted curve at half-maximal effect; some results filed as inactive show a strong effect at the top dose
#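 HepG2 CAGA-GFP cells (1000/well, DMEM with 1% FBS) received compound, then TGF-beta at 500 pg/mL final, and were incubated 18 hours at 37 degrees C. Viability was read by CellTiter-Glo luminescence. Media-only wells were set as complete cell-killing and DMSO as no toxicity.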
# * hit, by the source's call; i = inactive; ? = inconclusive; · = no result given; & = joins results of further samples; [ ] = dose if it differs, or a comment. Unless noted, calls follow the shape of the dose curve; as a rule, active = well fitted curve in the direction sought with a large enough effect; inconclusive = small, poorly fitted or top-dose-only effect, or another doubt; inactive = no such curve, though single readings can be large; an effect the other way counts as inactive or inconclusive.
SMILES,ATXN viability,IL-1B inflam inh,MCF10A rereplic,SW480 rereplic,HT1080 IDH1KD tx,HT1080-NT tox,ATXN2 expr inh,KB-3-1 tox,HepG2 tox
CC(C)CN(C(=O)c1ccc(S(=O)(=O)N2CCOCC2)cc1)C1CCS(=O)(=O)C1 (configuration not stated),i,-14,15%,6%,2%,8%,19%,-5%,8%
Cc1c(/C=C/C(=O)c2ccc(O)cc2)cnn1C,i,9,7%,-4%,21%,12%,138%[activator],12%,8%
O=C(NCc1ccncc1)C(F)(F)C(F)(F)C(=O)NCc1ccncc1,i,15,-2%,-13%,18%,19%,0%,17%,19%
Cc1ccc(OCC(=O)NC(C)c2ccccc2)c([N+](=O)[O-])n1 (configuration not stated),i,17,-1%,-5%,-1%,-9%,-6%[11.3 µM],-30%,5%
COc1ccc([C@H]2CC(=O)C=C(c3c(C)cc(C)cc3C)C2)cc1,i,31,?,-6%,0%,0%,4%,-17%,-20%
CC(=O)CC1c2cc(F)ccc2C=C(c2ccsc2)N1c1ccc(C#CC2(O)CCCCC2)cc1 (configuration not stated),i,-6,·,·,?,?,-16%,?,·
Cc1cccc(C)c1NC(=O)C(C)NCc1cccs1 (configuration not stated),i,6,·,·,-1%,4%,·,-1%,7%
O=C(CSc1n[nH]c(-c2cccnc2)n1)Nc1ccccc1C(F)(F)F,i,32,5%,-1%,-14%,-9%,7%,0%,18%
COc1ccccc1NC(=O)N(C)C[C@@H]1Oc2ncc(Br)cc2C(=O)N([C@H](C)CO)C[C@@H]1C,i,32,·,·,11%,1%,5%,7%,4%
O=C(O)CC(C(=O)OCC1CCCO1)N1CCOCC1 (configuration not stated),i,4,-5%,2%,8%,15%,4%,3%,0%
Cn1c(SCC(=O)NC2CCCC2)nc2cccnc21,i,-7,-9%,4%,-7%,-5%,1%,-1%,3%
O=C1NCCCC1C(=O)N/N=C/c1cccc(O)c1 (configuration not stated),i,-1,6%,-3%,0%,1%,·,2%,0%
COC(=O)C1=C(C(=O)OC)[C@@H]2N(C)c3ccccc3[C@@]23C[C@@H](C(=O)OC)N(C(=O)c2cc(C)oc2C)C3=N1,i,1,?,-90%[inhibitor][9.22 µM],-6%,-20%,-16%,1%,-7%
CC(C)(C)NC(=O)CSc1nc(N)cc(=O)[nH]1,i,9,0%,-7%,-18%,5%,5%,3%,-1%
COc1cc([N+](=O)[O-])cc2sc(NC(C)=O)nc12,i,?,20%,-3%,-3%,-3%,·,28%,-21%
COc1ccc(C)cc1NC(=O)N1CCN(S(=O)(=O)c2ccc3c(ccn3C)c2)CC1,i,·,·,·,·,·,-7%,6%,-1%
Cc1ccc2c(c1)c1c(c(=O)n(-c3ccccc3C)c(=O)n1CC(=O)NCC1CCCO1)n2C (configuration not stated),?,-24,-1%,1%,0%,0%,5%,3%&13%,-3%&-49%
O=C(c1ccc(Cl)c([N+](=O)[O-])c1)N1CCN(Cc2ccc3c(c2)OCO3)CC1,i,-76*,24%,-5%,-5%,1%,?,-22%,-35%
N#CC1=C2N=C(N)c3c(sc4c3CCCCC4)N2C2=C(C(=O)CCC2)C1c1ccccc1 (configuration not stated),?,49,14%,-1%,-2%,3%,-8%,?,-9%
Cc1ccc2[nH]c3c(=O)n4c(nc3c2c1)SCC4,i,9,?,-20%,-3%,-20%,4%,0%,-9%
Cc1nn(C)c(Cl)c1S(=O)(=O)N[C@@H](c1ccccc1)[C@]1(C)C[C@H]1[C@@H](C)C(=O)Nc1ccc2ccccc2c1,i,-12,14%,?,?,-13%,-12%,0%,-24%
CCn1c(COc2ccc(=O)n(-c3ccccc3)n2)n[nH]c1=S,i,9,-2%,-7%,0%,15%,10%,-3%,2%
COc1ccc(-n2c(=O)c3sc4ccccc4c3n(CC(=O)Nc3ccccc3F)c2=O)cc1,i,·,·,·,·,·,0%,4%,-3%
CN1CCN(CCCNc2nc3ccccc3c3nc(-c4ccccc4)nn23)CC1,i,-7,?,?,24%,11%,·,6%,15%
Fc1ccccc1CSc1nc2ccccc2[nH]1,i,8,-10%,2%,-7%,-13%,89%[activator],-13%,-3%
CCCc1c(O)nc(SCCN(CC)CC)[nH]c1=O,i,13,1%,-3%,15%,20%,-13%,12%,0%
Cc1ccc(OCC(=O)NCc2n[nH]c(=O)c3ccccc23)cc1,i,19,0%,-2%,1%,-2%,3%,-9%,0%
CC(=O)c1ccc(COC(=O)Cc2ccc([N+](=O)[O-])cc2)cc1,?,-5,-2%,-4%,-7%,1%,·,1%,-4%
Cc1cc(OCC(=O)Nc2c(C(C)C)cccc2C(C)C)no1,i,30,·,·,4%,16%,·,?,-5%
CCc1ccc(C2CC(=O)c3c([nH]c(C(=O)OCC4CCCCC4)c3C)C2)cc1 (configuration not stated),i,·,·,·,·,·,0%,1%,8%
COc1cccc(N2CCN(CC(=O)NCc3ccccc3)CC2)c1,i,11,1%,6%,9%,17%,-4%,8%,-41%
COC(=O)c1ccc(Cn2c(CN3CCOCC3)nc3ccccc3c2=O)o1,?,1,2%,-12%,-7%,-2%,1%,0%,-3%
CC(C(=O)N1CCN(Cc2ccc3c(c2)OCO3)CC1)c1ccc([N+](=O)[O-])cc1 (configuration not stated),i,0,10%,-44%[inhibitor],-19%,-3%,-7%,-9%,6%
CC1CCN(S(=O)(=O)c2ccc3c(c2)CCN3C(=O)CCC(=O)O)CC1,i,-3,-1%,-5%,-3%,8%,-5%,3%,-2%
COc1cnn(-c2cccc(C(F)(F)F)c2)c(=O)c1Cl,i,·,4%,-7%,15%,3%,-8%,0%,32%
O=C(c1ccco1)N1CCN(Cc2ccccc2F)CC1,i,16,-2%,-3%,2%,3%,4%,13%,0%
CCOCc1nnc(NC(=O)CCS(=O)(=O)Cc2ccccc2)s1,i,-4,8%,?,13%,3%,15%,2%,-25%
NC(=NCCc1ccccc1)NS(=O)(=O)c1ccccc1F,i,10,3%,-3%,-1%,-3%,·,-1%,2%
CS(=O)(=O)N1CC(C(=O)NN)Oc2ccc(Cl)cc21 (configuration not stated),i,13,-1%,?,-4%,-11%,-11%,24%,-7%
COc1ccc(C(=O)c2nc3c(n2O)CCCC3)cc1OC,i,16,-1%,-2%,8%,16%,-12%,35%,10%
COCCc1ncc(CN2CCCC(C(=O)Nc3cccc(-c4cccc(C)c4)c3)C2)cn1 (configuration not stated),i,?,10%,?,?,?,-28%,-1%,-29%
COCc1nnc(NC(=O)c2ccc(NC(C)=O)cc2)s1,i,10,-5%,-1%,15%,6%,9%,16%,-9%
COc1ccc(-c2cc(-c3ccc(F)cc3)nc3c2COc2ccccc2-3)cc1,i,·,·,·,·,·,-3%,-1%,4%
Cc1ccsc1C(=O)N1CCC1(C)C(=O)NCC(C)(C)C (configuration not stated),i,9,·,·,11%,18%,?,0%,-7%
CCN(CC)S(=O)(=O)c1cc(NC(=O)C(=O)c2c(-c3ccccc3)cc3ccccn23)ccc1C,i,2,9%,1%,-19%,-3%,-16%,0%,-9%
Cc1ccc(C(=O)N2C3C=CC(C3)C2(C(F)(F)F)C(F)(F)F)cc1 (configuration not stated),i,24,-1%,3%,6%,14%,-9%,4%,1%
CCOc1ccc(/C=N/NC(=S)Nc2c(C)cccc2C)cc1,i,-24,20%,?,-30%,-24%,-23%,?,-33%
CCc1ccccc1NS(=O)(=O)c1ccc2[nH]cc(C(=O)N(CC(C)C)CC(C)C)c(=O)c2c1,i,·,·,·,·,·,-15%,-27%,-16%
Cc1cc(S(=O)(=O)N2CCCC2)ccc1OCC(=O)N1CCC(C(N)=O)CC1,i,21,-9%,-4%,4%,10%,-29%[11.3 µM],13%,-77%
CCOCCc1nn2c(=O)cc(COC(=O)CNC(=O)c3ccc(C(C)(C)C)cc3)nc2s1,i,·,·,·,·,·,-6%,9%,-21%
O=C(NCc1ccccc1CN1CCCC1)c1cccc(N2CCCC2=O)c1,i,5,3%,-24%,9%,7%[9.24 µM],3%,-1%,-1%
CCCCCn1c(CCNC(=O)CCC)nc2ccccc21,i,33,2%,-15%,7%,19%,1%,-7%,5%
O=C(CN1C(=O)COc2ccc(S(=O)(=O)N3CCCC3)cc21)N1CCN(c2cccc(C(F)(F)F)c2)CC1,i,·,·,·,·,·,0%,-8%,-13%
Cc1nc2ccccn2c(=O)c1NC(=O)c1cccc2ccccc12,i,14,1%,-3%,8%,11%,-3%,0%,-11%
COc1ccc(C(C)NC(=S)NC2CCCCC2)cc1OC (configuration not stated),i,0,-3%,-5%,-6%,4%,8%,14%,-1%
COc1cc(Cl)c(C)cc1NC(=O)COC(=O)C(NS(=O)(=O)c1ccc(Cl)cc1)C(C)O (configuration not stated),i,28,10%,-3%,1%,4%,-6%,-1%,2%
Cc1sc2ncnc(NCC3CCCO3)c2c1C (configuration not stated),i,11,3%,3%[9.22 µM],-16%,-18%,-19%,-4%,-23%

# 3 entries from above, ordered by formula weight, rising:
SMILES,ATXN viability,IL-1B inflam inh,MCF10A rereplic,SW480 rereplic,HT1080 IDH1KD tx,HT1080-NT tox,ATXN2 expr inh,KB-3-1 tox,HepG2 tox
Cc1c(/C=C/C(=O)c2ccc(O)cc2)cnn1C,i,9,7%,-4%,21%,12%,138%[activator],12%,8%
O=C(O)CC(C(=O)OCC1CCCO1)N1CCOCC1 (configuration not stated),i,4,-5%,2%,8%,15%,4%,3%,0%
Cn1c(SCC(=O)NC2CCCC2)nc2cccnc21,i,-7,-9%,4%,-7%,-5%,1%,-1%,3%

# Rows are unselected; about 8.9% have a hit in one of these screens.
